Bioassay records (PubChem)
Dynein cargo inh = inhibitors of GR-EGFP nuclear translocation, primary screen, dynein cargo transport inhibitor project, imaging, high-content, 3617.4 mouse cells | test concentration mostly 20 µM; stimulated with dexamethasone, 1 µM; stronger effect = lower value | z-score, hits read low | 220,000 tested, 0.47% active | AID 1381, 2008;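 active = plate z-score of nuclear minus cytoplasmic receptor signal below a set negative limit, without overly bright fluorescence or cell loss, cut at about -3.5 in these data, passing the limit was not always enough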;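 note: z-score of nuclear minus cytoplasmic ring GR-EGFP intensity difference per well; some compounds called inactive have numbers as strong as hits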
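Buffer or medium: tet-free, stripped-serum medium; reagent: dexamethasone at 1.0 µM final, 30 min; incubation: 48 h induction, 1 h compound, 30 min dex at 37 °C; measured by: formaldehyde fixation, Hoechst nuclear stain, 10x automated fluorescence imaging; read-out: nuclear-to-cytoplasmic GR-EGFP distribution per well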
Insulin prom up = insulin promoter activators in MIN6 cells, imaging, high-content screening, mouse beta cells. MIN6 insulin promoter-GFP reporter; stronger effect = higher value. z-score at 5 µM. 190,000 tested, 0.3% active;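 active = z-score above 3 at 5 µM with at least 500 cells counted in the well; inconclusive = wells under 500 cells, flagged as cytotoxic or low count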
MT stabilizer = microtubule stabilizers in HeLa cells, primary screen, imaging, high-content imaging | HeLa tubulin immunostaining HCS, 24 h; share of cells brighter than vehicle mean+2SD | % tubulin-high responders, % at 10 µM | 200,000 tested, 0.83% active | AID 2205, 2009;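 active = plate Z-score above 3 for both tubulin-high and condensed-nucleus cell shares, with cell loss under 80%, at 10 µM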;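 note: anti alpha tubulin signal scored within the nucleus-defined area of each cell; some results filed as inactive read as strong as hits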
Autophagy HCS = autophagy modulators in MEF cells, primary screen, imaging, high-content, MEF GFP-LC3. MEF GFP-LC3 puncta imaging; test concentration mostly 10 µM. calls only at 10 µM (by protocol). 190,000 tested, 0.98% active. AID 463193, 2010;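 active = percentage of spot-positive cells more than 3 SD above its plate mean, without a fluorescence outlier flag or 80% toxicity; inconclusive = no clear call, values can overlap the other calls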;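 note: spot-positive cell cutoff set from DMSO-treated cells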
Hep lipid drop = inhibitors of hepatocyte lipid droplet formation, primary screen, imaging, high-throughput imaging, BODIPY stain; AML12 mouse hepatocytes, oleate lipid droplets; inhibition, % at 6.5 µM; 240,000 tested, 0.4% active; AID 1656, 2009;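 active = lipid droplet intensity inhibited by at least 50%, with more than 500 cells counted; inconclusive = wells with under 300 cells, treated as cytotoxic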
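System: AML12 hepatocytes (mouse). Probe or stimulus: oleic acid at 100 µM to induce lipid droplet formation. Times: overnight treatment with compound plus oleate. Detection: Image-based BODIPY and DAPI two-channel analysis. Evaluation: percent inhibition of filter-corrected integrated lipid droplet intensity per well.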
Yfh1-depleted yeast = enhancers of respiration in Yfh1-depleted yeast, dose response, Friedreich's ataxia, plus single-dose screen (AID 1465); S. cerevisiae Yfh1-off respiration, WST-1 reduction, 72 h; higher fold induction means a stronger effect; fold induction at 50 µM; hits with a dose series show EC50 in µM; 220,000 tested, 0.074% active;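 active = fold induction of absorbance versus untreated yeast above a set limit, then at least 30% activation at any dose in follow-up; inconclusive = repeats straddling the limit, or above it without dose testing; inactive = fold induction below the set limit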;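 note: activators that raise dye reduction in frataxin-depleted yeast; strong numbers were not always called active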
WT yeast gro inh = growth inhibition of WT strain, primary screen, mitochondrial fusion inhibitor project, WT and mutant strains, chemical genetic. mitochondrial fusion phenotypic screen. inhibition, % at 10 µM. 190,000 tested, 2.1% active. AID 1362, 2008; in the data active = inhibition above about 58%; tested in S. cerevisiae
NOD2 inhibition = NOD2 signaling inhibitors, cell-based, luminescence, uHTS, HEK293 (AID 1566); one-dose inhibition, % at 4 µM; EC50 in µM for titrated hits; HEK293 NOD2/NF-kB luciferase reporter, luminescence; higher % means a stronger effect; 290,000 tested, 0.63% active; in the data active = inhibition above about 50%; note: many of its hits are not listed in these tables
bCat nuc transl = modulators of beta-catenin nuclear translocation, primary screen, imaging, HeLa cells, immunofluorescence, high-content. nuclear translocation activity, % at 5 µM. 190,000 tested, 0.3% active;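 active = nuclear translocation activity above 50% at 5 µM, with a well cell count of 50 or more; inconclusive = wells under 50 cells across six images, flagged as toxic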;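 note: per-cell ratio of nuclear to cytoplasmic median beta-catenin stain intensity; plate controls were DMSO negative control for no effect and GSK-3 inhibitor IX positive control for full effect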
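Read-out: Nuclear/cytoplasmic beta-catenin signal ratio, % activation | Assay system: Human HeLa cell line | Times: 24 h compound exposure at 37°C, 5% CO2 | Signal: Fluorescence imaging of beta-catenin antibody stain plus DAPI | Dosing: 5 µM primary, 0.02–20 µM confirmation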
WT yeast gro inh mutant strain = recorded beside WT yeast gro inh, whose call it bears; inhibition, %; mitochondrial fusion phenotypic screen, mutant strain inhibition
Dynein cargo inh cytoplasmic EGFP = further read-out of Dynein cargo inh, marked with its call; z-score; measured here: cytoplasmic GR-EGFP intensity; stronger effect = higher value
Dynein cargo inh nuclear GR-EGFP = recorded beside Dynein cargo inh, whose call it bears; z-score; measured here: nuclear GR-EGFP intensity;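 lower value marks the stronger effect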
Dynein cargo inh cell count = further read-out of Dynein cargo inh, marked with its call; z-score; measured here: cell count per field
Insulin prom up cell count = second read-out of Insulin prom up, no call of its own (marks repeat the call); cell count; measured here: cytotoxicity, nuclei count;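 total cells summed across four imaged fields per well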
Hep lipid drop cells 6.5 µM = also measured in Hep lipid drop; calls as there; cell count; measured here: cell count, cytotoxicity flag;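 cells counted across two imaged fields per well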
bCat nuc transl cell count 5 µM = second read-out of bCat nuc transl, no call of its own (marks repeat the call); cell count; measured here: cell count, cytotoxicity flag
MT stabilizer Hoechst-high % = recorded beside MT stabilizer, whose call it bears; % Hoechst-high responders; measured here: nuclear condensation Hoechst responders;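 share of cells brighter than vehicle mean plus two SD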
MT stabilizer cytotoxicity % = also measured in MT stabilizer; calls as there; toxicity, %; measured here: cytotoxicity by cell density;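 0% = mean cell density of plate MIN control wells and 100% = no cells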
Autophagy HCS cell loss 18 h = second read-out of Autophagy HCS, no call of its own (marks repeat the call); toxicity, %; measured here: cell loss, nuclei count;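 cell loss after 18 h compound exposure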
Active calls of the source: *; i = inactive; ? = inconclusive; . = not tested or not shown. Some of the compounds tested (hit frequency here may not be typical).

SMILES,Dynein cargo inh,Dynein cargo inh cytoplasmic EGFP,Dynein cargo inh nuclear GR-EGFP,Dynein cargo inh cell count,Insulin prom up,Insulin prom up cell count,MT stabilizer,MT stabilizer Hoechst-high %,MT stabilizer cytotoxicity %,Autophagy HCS,Autophagy HCS cell loss 18 h,Hep lipid drop,Hep lipid drop cells 6.5 µM,Yfh1-depleted yeast,WT yeast gro inh,WT yeast gro inh mutant strain,NOD2 inhibition,bCat nuc transl,bCat nuc transl cell count 5 µM
C=CCNCCCCOc1ccc(C)cc1[N+](=O)[O-],-0.62,-0.21,-0.37,0.53,0.53,1484,1.8,1.7,9.9,i,1,.,.,i,-14,-26,-1%,0.1,1448
Cc1ccc(S(=O)(=O)CCc2nc3ccccc3s2)cc1,-0.73,-0.24,-0.36,1.3,.,.,3.0,2.4,5.3,i,-6,-6,719,i,23,8,5%,-0.5,1081
O=[N+]([O-])c1cccc2ncccc12,0.99,-0.23,1.6,-0.8,0.53,990,.,.,.,.,.,33,667,i,.,.,-24%,-0.4,1344
O=C(Oc1ccnc2cc(Cl)ccc12)N1CCOCC1,-0.46,0.11,-0.31,0.6,0.84,960,1.9,1.8,11,i,-4,.,.,i,4,6,8%,-0.7,1166
CCCCNC(=O)CN1C(=O)C(CC)Oc2ccc(Cl)cc21 (stereo not drawn),0.51,-0.086,-0.08,0.22,1.2,1451,7.8,2.2,10,i,9,.,.,i,1,10,-8%,3.5,1461
COc1ccc2nc(N3CCOCC3)cc(C)c2c1,-0.31,-0.22,-0.34,-0.08,-0.08,932,1.6,0.9,4.2,i,-8,-5,742,i,0,4,-89%,-1.0,1192
Nc1nc(SCCN2C(=O)c3ccccc3C2=O)n[nH]1,-0.35,0.15,-0.34,0.13,-1.1,995,1.5,2.2,8.1,i,-3,-2,800,i,0,4,4%,.,.
CC(C)(C)OC(=O)N[C@@H](Cc1ccccc1)C(=O)NCC1CCC(C(=O)O)CC1 (stereo partly drawn),-0.86,-0.28,-0.47,0.87,-0.66,1142,.,.,.,.,.,-1,718,i,.,.,8%,0.7,1350
CCc1ccc(C2CC(c3cccc(Cl)c3)n3nc(N)nc3N2)cc1 (stereo not drawn),-0.86,-0.21,-0.36,1.3,.,.,2.9,2.9,6.7,i,-10,-1,685,i,5,-2,-4%,-2.1,1148
CC(CC(=O)O)CC(=O)Nc1ccc(Br)cc1 (stereo not drawn),0.98,-0.24,0.35,0.19,-0.77,1337,.,.,.,.,.,.,.,i,.,.,11%,0.0,1281
O=[N+]([O-])c1ccccc1C1Nc2cccc3cccc(c23)N1,-3.4,0.62,-1.8,0.18,-0.01,1851,1.8,1.5,11,i,1,34,623,i,-10,-2,0%,-0.3,1061
O=C(O)CNS(=O)(=O)c1ccc(-c2ccccc2)cc1,-0.8,-0.18,-0.067,0.7,-0.51,903,1.7,1.5,6.9,i,-2,4,793,i,4,14,17%,.,.
CCOC(=O)C1=C(c2ccccc2)N2CCS(=O)(=O)N=C2S1,0.18,-0.25,0.38,1.6,0.14,1248,2.2,1.9,10,i,-2,0,682,i,16,14,4%,0.3,1024
COc1ccc(-c2nn3cnnc3s2)cc1OC,-0.68,-0.18,-0.27,0.77,0.12,1657,4.5,2.2,4.3,i,1,.,.,i,5,14,4%,4.6,1244
C/C(=N\Nc1nc(N)cc(Cl)n1)c1ccc(Cl)c(Cl)c1,0.017,-0.22,0.16,-0.054,0.76,1216,3.8,2.8,1.1,i,1,9,724,i,6,1,-44%,.,.
O=C1C(Cc2ccc3[nH]ccc3c2)NC(=S)N1c1ccccc1 (stereo not drawn),0.053,-0.2,0.16,0.44,0.3,1041,.,.,.,.,.,-24,754,i,.,.,18%,-0.2,1351
COC(=O)c1ccc(-c2noc(CN3CCCCC3c3nccn3C)n2)cc1 (stereo not drawn),-1.2,-0.3,-0.76,0.86,-0.19,1463,1.6,1.2,3.2,i,23,-15,637,i,15,19,12%,-1.2,999
COc1ccc(OC)c(NC(=S)NCCC(c2ccccc2)c2ccccc2)c1,-0.65,-0.21,0.08,1.1,.,.,3.6,2.4,4.8,i,7,.,.,?,.,.,.,.,.
Cc1nc2ccccc2c(=O)n1CCCn1ccnc1,-0.43,-0.26,-0.35,0.5,-0.68,1825,3.0,1.4,2.8,i,-4,30,679,i,-5,-6,16%,-1.8,1132
CCOC(=O)c1[nH]c(C)c(C(=O)NCc2cccnc2)c1C,2.1,0.036,1.5,-0.84,-1.1,875,6.5,1.3,0.6,i,5,.,.,i,-6,-26,-9%,.,.
O=C(CSc1c(F)c(F)cc(F)c1F)Nc1ccc(C2SCCS2)cc1,0.13,-0.2,-0.2,0.4,0.01,1471,.,.,.,.,.,2,704,i,.,.,7%,2.9,1296
O=C(Nc1nc2c(s1)CCCC2)c1cc(-c2ccncc2)nc2ccccc12,0.11,-0.22,0.25,0.41,0.82,1480,3.0,3.7,4.1,i,1,-20,667,i,3,16,10%,0.1,1121
CN(CC(=O)NCCCN1CCOCC1)S(=O)(=O)c1ccc(Br)cc1,2.5,-0.21,1.2,-1,0.06,1219,3.7,1.4,8.9,i,-2,3,800,i,-19,-9,2%,-3.0,1172
O=C(N/N=C/C=C/c1ccco1)c1ccccc1Cl,0.3,0.0048,0.39,-1.9,1,1195,7.7,2.4,4.7,i,1,-4,748,i,1,-5,-1%,.,.
CC(C)(C)N(Cc1ccccc1)C(=O)c1ccc(Br)o1,-0.07,-0.25,0.68,-0.72,-0.02,1703,4.7,1.4,21,i,15,22,717,i,-2,1,-9%,1.8,922
Cc1ccc2oc(=O)c3cc(C(=O)N4CCN(C(=O)c5ccco5)CC4)sc3c2c1,-1.1,-0.29,-0.36,0.53,-0.07,1361,3.5,2.5,11,i,3,2,728,.,20,3,0%,-1.3,1137
COc1cc(OC)c2ccc(=O)oc2c1C(CCN1CCCC1)c1ccc2c(c1)OCO2 (stereo not drawn),3.3,-0.44,1.9,-1.3,0.74,665,.,.,.,.,.,18,692,i,.,.,11%,1.5,1065
CS(=O)(=O)N1CCC(C(=O)NCc2ccc3c(c2)OCO3)CC1,0.47,-0.28,0.16,0.42,-0.08,1324,4.6,1.9,9.6,i,5,-12,704,i,2,-4,0%,-0.4,1078
CC1C(=O)CC(c2ccco2)NC1c1ccco1 (stereo not drawn),-0.37,-0.26,-0.11,0.13,.,.,1.7,1.7,5.2,i,-4,-22,852,i,-11,-2,1%,.,.
O=C(Nc1ccc(S(=O)(=O)NCC2CCCO2)cc1)c1ccccc1 (stereo not drawn),-0.97,-0.29,-0.3,0.41,1.2,1323,3.9,2.1,5.6,i,4,-2,729,i,6,2,12%,-0.3,864
Nc1nonc1NC(=O)CSc1ncccc1C(=O)O,-0.41,0.46,0.41,-0.55,0.1,1285,1.2,0.2,31,i,2,-8,641,i,-3,6,2%,.,.
